SMARCA2 act = SMARCA2 (BRM) function activators, primary screen, cell-based, luminescence, high throughput. AID 652017, 2013. 370,000 compounds, 1% hits. activation, % at 9.1 µM. MG213 cells, MMTV-luciferase reporter, dexamethasone, overnight; in the data active = activation above about 7.8%;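 note: 0% = vehicle wells and 100% = reference activator wells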
hcDAF-12 act = H. contortus DAF-12 nuclear receptor activators, primary screen, cell-based, luminescence, HEK293, lit1-tk-luc reporter; HEK293 hcDAF-12 lit1-tk-luc reporter; 0% DMSO, 100% Δ7-dafachronic acid; activation, % at 6.8 µM; 370,000 compounds, 1.4% hits; AID 652067, 2013;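 active = activation above the mean of all tested compounds plus 3 SD, cut at about 5.5% in these data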;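 note: 100% = response to 3 µM Δ7-dafachronic acid high control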
hgDAF12 agonist = H. glycines DAF-12 receptor agonists, primary screen, cell-based, luminescence, HEK293, GAL4 fusion, UAS-luciferase | Nuclear hormone receptor DAF-12 (Heterodera glycines), GAL4 fusion | HEK293 GAL4-hgDAF12 UAS-luciferase reporter, agonist luminescence; normalized to butyrate control | 370,000 compounds, 1.8% hits | AID 687014, 2013 | activation, % at 6.8 µM;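 active = activation above a cutoff set at the mean of all screened compounds plus 3 SD, cut at about 10% in these data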;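 note: 0% = DMSO wells and 100% = sodium butyrate wells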
ssDAF12 agonist = S. stercoralis DAF-12 nuclear receptor activators, primary screen, cell-based, luminescence, HEK293, GRIP1 co-expression, lit1-tk-luc. Nuclear hormone receptor DAF-12 (Strongyloides stercoralis). HEK293 ssDAF-12/GRIP1 lit1-tk-luc reporter; % of 3 µM dafachronic acid response. activation, % at 6.8 µM. 370,000 compounds, 1% hits;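 active = activation above the mean over all tested compounds plus 3 SD, cut at about 0.9% in these data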;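 note: 0% = DMSO-only wells and 100% = 3 µM delta7-dafachronic acid wells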
GAA850 FXN act = FXN promoter activators, primary screen, cell-based, luciferase luminescence, HEK293 lucGAA850. 360,000 compounds, 0.56% hits. activation, % at 6 µM. AID 540364, 2011. HEK293 lucGAA850 FXN promoter luciferase reporter, 24 h; percent of 10 µM SAHA response;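 active = activation above the average of all compounds screened plus 3 SD, cutoff fixed separately per campaign, cut at about 7.5% in these data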;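 note: 0% = DMSO wells and 100% = 10 µM SAHA wells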
DAX1 inh-1 = DAX1 (NR0B1) inhibitors on StAR promoter, primary screen, cell-based, luminescence, SF-1 (NR5A1), full-length DAX-1. 370,000 compounds, 1.1% hits. inhibition, % at 6.8 µM. HEK293T StAR-luciferase reporter, SF-1/DAX-1 repression relief. AID 652010, 2013;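 active = inhibition above the mean over all tested compounds plus 3 SD, cut at about 3.6% in these data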;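 note: 0% = DAX-1 cells with DMSO and 100% = cells lacking DAX-1 with DMSO; higher inhibition means more luminescence from relief of DAX-1 repression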
PG9 binder = binders of HIV-1 gp120 antibody PG9, primary screen, biochemical, TR-FRET; HIV-1 gp120 / PG9 antibody interaction; TR-FRET gp120-PG9 antibody binding; inhibition, % at 6.7 µM; 360,000 compounds, 0.43% hits; in the data active = inhibition above about 8.5%
DAX1 inh-2 = DAX1 (NR0B1) inhibitors, primary screen, cell-based, HEK293, Gal4-DAX1, luciferase luminescence; AID 504766, 2011; inhibition, % at 6.75 µM; HEK293 Gal4-DAX1 luciferase reporter; Nuclear receptor subfamily 0 group B member 1 (Homo sapiens), P51843; 340,000 compounds, 0.99% hits;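 active = inhibition above the mean over all tested compounds plus 3 SD, cut at about 4.2% in these data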;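 note: 0% = DAX1-transfected cells with DMSO and 100% = empty-vector control cells with DMSO; inhibition shows as a rise in luminescence from relieved DAX1 repression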
Target sequence (P51843 207-470 limits assumed): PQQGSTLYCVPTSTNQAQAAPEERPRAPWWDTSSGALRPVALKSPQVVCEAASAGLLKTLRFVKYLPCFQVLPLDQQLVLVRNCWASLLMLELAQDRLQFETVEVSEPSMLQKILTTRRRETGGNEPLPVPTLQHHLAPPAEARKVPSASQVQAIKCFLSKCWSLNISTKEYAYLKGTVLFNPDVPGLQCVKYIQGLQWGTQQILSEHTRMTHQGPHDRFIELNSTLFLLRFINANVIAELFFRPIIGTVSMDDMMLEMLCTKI
HGIII-sPLA2 inh = human group III sPLA2 inhibitors, primary screen, biochemical, QFRET, BODIPY PC-A2 liposome substrate. 370,000 compounds, 0.56% hits. Group 3 secretory phospholipase A2 (Homo sapiens), Q9NZ20. inhibition, % at 12.2 µM. QFRET BODIPY PC-A2 liposome hydrolysis, fluorescence. AID 743126, 2013;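 active = inhibition above mean plus 3 SD of compounds lying within the high and low control bounds, cut at about 19% in these data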;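 note: 0% = median of test compound wells and 100% = no enzyme DMSO wells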
PLC-beta3 inh = human PLC-beta3 inhibitors, primary screen, biochemical, fluorescence | Purified PLC-beta3, fluorogenic substrate | inhibition, % at 12.2 µM | 370,000 compounds, 0.18% hits | AID 720704, 2013; in the data active = inhibition above about 11%;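 note: 0% = median of compound wells on plate and 100% = full blocker control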
Rev-erbA mod = modulators of Rev-erb alpha DNA binding, primary screen, biochemical, FITC-DNA, fluorescence polarization, uHTS. AID 1259318, 2017. 370,000 compounds, 0.79% hits. Rev-erbα–FITC-DNA binding, 90 min. activity, % at 10 µM. Nuclear receptor subfamily 1 group D member 1 (Homo sapiens), P20393;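 active = activity above about 14%, limit read from the data; passing the limit was not always enough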;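 note: 0% = DMSO wells with 35 nM protein and 100% = DMSO wells with 750 nM protein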
Target sequence (P20393 whole entry, looked up): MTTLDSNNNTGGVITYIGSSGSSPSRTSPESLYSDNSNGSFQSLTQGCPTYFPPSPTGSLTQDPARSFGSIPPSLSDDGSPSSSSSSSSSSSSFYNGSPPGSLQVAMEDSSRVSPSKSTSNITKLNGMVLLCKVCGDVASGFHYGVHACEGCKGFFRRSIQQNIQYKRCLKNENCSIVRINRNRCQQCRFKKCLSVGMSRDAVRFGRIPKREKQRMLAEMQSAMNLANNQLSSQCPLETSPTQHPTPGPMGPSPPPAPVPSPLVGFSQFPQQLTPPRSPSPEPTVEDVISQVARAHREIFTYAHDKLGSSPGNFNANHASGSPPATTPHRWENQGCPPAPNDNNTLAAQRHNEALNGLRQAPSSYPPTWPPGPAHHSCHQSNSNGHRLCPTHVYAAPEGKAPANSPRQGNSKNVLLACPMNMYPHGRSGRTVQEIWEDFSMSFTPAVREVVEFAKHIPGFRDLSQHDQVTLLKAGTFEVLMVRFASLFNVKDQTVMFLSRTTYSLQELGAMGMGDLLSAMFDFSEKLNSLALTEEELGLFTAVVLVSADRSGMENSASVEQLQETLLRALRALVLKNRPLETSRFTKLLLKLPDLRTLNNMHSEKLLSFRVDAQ
An asterisk follows results filed as active; . = no result given.

SMILES	SMARCA2 act	hcDAF-12 act	hgDAF12 agonist	ssDAF12 agonist	GAA850 FXN act	DAX1 inh-1	PG9 binder	DAX1 inh-2	HGIII-sPLA2 inh	PLC-beta3 inh	Rev-erbA mod
NC(c1ccccc1)c1csc(Nc2ccc(C(=O)NCCCO)cn2)n1 (configuration not stated)	-6.2	2.0	2.4	-1.2	-2.4	-2.0	-0.9	.	15.9	-36.8	6.9
CC1CCCCC12NC(=O)N(CC(=O)Nc1nccs1)C2=O (configuration not stated)	-1.9	-1.2	0.9	-1.1	1.3	0.0	1.0	2.5	-2.4	3.0	-3.6
Clc1ccc(-c2ccc(CNCC3CCCO3)o2)cc1 (configuration not stated)	5.7	1.7	2.8	-0.2	4.9	1.2	-3.2	-1.1	-6.9	-3.8	4.6
O=C(OC1CCOC1=O)c1cccc(S(=O)(=O)Nc2cccc(Cl)c2)c1 (configuration not stated)	-3.2	0.0	1.3	-0.8	1.9	0.4	-1.1	1.5	-34.7	-192.0	-2.1
CCNC(=O)C(C)NC(=O)C1=NN(c2ccccc2)C(=O)CC1 (configuration not stated)	-1.0	0.6	1.7	-0.5	-0.1	0.1	-0.3	-1.5	0.1	-4.5	-1.5
NCCCCCc1nnc(SCc2ccccc2Cl)o1	-9.8	-4.5	-10.6	-2.5	-12.5	-1.1	0.5	0.3	7.6	3.2	-2.8
CCC(=O)NNc1nc2c(F)cc(F)cc2s1	0.1	1.0	5.1	1.1*	1.2	0.2	-1.0	2.8	5.7	1.3	-1.0
Cc1ccc(NC(=O)COC(=O)CNC(=O)c2ccco2)cc1	0.2	-0.4	-2.7	-0.9	0.6	-0.1	-0.4	0.5	-1.9	-5.4	0.0
CN1CCc2nc(NC(=O)COc3ccc(C#N)cc3)sc2C1	-1.8	-1.2	-4.7	-1.4	-1.2	-0.4	-0.1	0.3	-0.2	-7.7	.
C/C=C/C1=CC(=O)C[C@H](c2ccc(F)cc2)C1	-0.5	-1.1	-0.9	-0.8	0.9	0.0	-1.5	-0.7	-2.9	-4.2	1.2
CCCCN(C(=O)C(C)Oc1ccc(Cl)cc1)c1c(N)n(CCCC)c(=O)[nH]c1=O (configuration not stated)	8.2*	-0.3	-1.6	-1.0	0.1	2.2	-1.4	0.5	-0.3	-2.9	4.3
Clc1ccccc1OCc1nnc2n1CCCCC2	-2.6	-1.2	-0.5	-1.7	-0.6	-0.5	0.5	0.3	-0.5	-6.7	-0.5
CN(Cc1ccccc1)C(=O)c1nc[nH]c1C(=O)N(C)Cc1ccccc1	-1.4	0.1	0.3	-1.2	-0.9	0.1	0.4	0.8	-3.0	-2.3	-4.7
Cc1nn(CC(=O)NCC(C)c2ccccc2)c(=O)c2cccn12 (configuration not stated)	0.3	1.1	3.0	-0.8	0.4	-0.1	-0.7	0.3	0.7	-9.5	-1.6
NCCCSC1=NCCCN1	2.7	-1.3	0.1	-1.1	2.6	-0.8	-1.9	-0.3	0.9	-46.4	2.6
N#CCCN(C(=O)COC(=O)CCc1c[nH]c2ccccc12)c1ccc(F)cc1	-2.5	2.5	5.7	0.3	-0.3	1.3	-0.1	0.1	-68.5	0.2	-7.7
CCOC(=O)c1c(C)[nH]c(C)c1C(=O)COC(=O)/C=C/c1ccc(OC)cc1	-2.4	-1.1	2.0	-1.8	-3.7	-3.1	-2.1	-1.9	-13.4	-3.0	-6.4
Cc1ccc2c(c1)/C(=N/OS(=O)(=O)c1ccccc1)CCS2	-1.9	0.8	-1.3	0.0	-2.6	-0.5	-0.6	0.5	-1.8	-0.1	-2.0
COc1ccc(Cl)cc1NC(=O)CN(C)C(=O)Cn1cnc2c1c(=O)n(C)c(=O)n2C	-1.4	0.3	1.1	-1.3	2.9	-0.6	0.4	1.3	-1.0	2.4	6.6
C=CCn1c(N)c(C(=O)Nc2ccc(C)cc2)sc1=S	-0.3	1.0	3.6	-0.7	2.8	1.5	-0.9	0.5	6.2	-3.9	-5.1
O=C(Nc1ccccc1)Oc1ccc[nH]c1=O	0.6	0.6	3.7	0.0	3.8	0.1	-0.4	2.6	4.7	-6.2	3.6
Cc1ccccc1OCC(O)Cn1c2ccccc2c2ccccc21 (configuration not stated)	-1.0	0.1	4.8	-1.9	1.8	0.7	1.5	-1.4	-16.7	1.2	-3.8
CCN(C(=O)CSc1nc2ccccc2n1CC)C1CCS(=O)(=O)C1 (configuration not stated)	-3.7	-0.9	-2.4	-1.7	-0.7	-0.5	1.5	-0.2	9.8	-8.0	-3.1
COC(=O)c1ccc(Cl)cc1N(Cc1c(F)cccc1Cl)S(C)(=O)=O	0.5	-0.5	-1.9	-1.8	-0.4	0.3	-2.7	1.4	0.0	-5.9	1.8
Cc1ccc2nc(C(F)C(F)(F)F)[nH]c2c1 (configuration not stated)	-0.5	1.7	-2.1	-0.2	1.1	0.8	-3.2	0.3	7.1	-3.2	-8.9
COc1ccc(CCC(=O)N2CC(C)OC(C)C2)cc1 (configuration not stated)	-4.2	-1.2	0.0	-0.8	-1.4	-0.7	-0.1	0.1	7.4	-4.8	0.6
COCCN(C(=O)Nc1ccccc1)c1ccccc1	0.8	-0.4	1.0	-0.8	0.9	-0.1	0.6	0.1	12.5	-1.2	-0.1
O=C(Nc1ccc(-n2cc(Cl)cn2)cc1)c1ccncc1	-1.6	-1.4	0.3	-1.2	1.3	0.1	0.4	0.2	0.1	1.9	-0.7
COc1ccc(N2CCN(C(CNC(=O)c3cccs3)c3ccco3)CC2)cc1 (configuration not stated)	0.3	-0.1	2.4	-1.3	0.9	-0.3	-0.7	-1.5	13.4	-10.0	-4.7
O=C1NC[C@H](Cc2ccccc2)N(CCc2cccc(F)c2)C1=O	0.4	0.1	1.9	-1.3	0.2	0.5	-0.6	-0.3	-2.2	1.5	1.9
CC(C)(C)OC(=O)N1CCC(C(=O)Nc2ccc(C(=O)N3CCOCC3)cc2)CC1	-0.5	0.9	1.0	-1.4	0.2	2.0	0.8	0.6	6.2	-0.5	0.1
CN(CCCOC(=O)c1cccs1)C1CN(Cc2cn(Cc3ccccc3Cl)nn2)S(=O)(=O)C1 (configuration not stated)	-2.4	-2.4	1.1	-0.8	.	-1.2	.	.	0.3	1.2	-0.7
CCOc1ccc(S(=O)(=O)Nc2ccc(C(=O)NCC(c3ccco3)N(C)C)cc2)cc1 (configuration not stated)	-0.7	-1.4	1.5	-0.6	0.8	-0.1	-3.6	-0.1	-15.8	-14.7	-2.3
CCNc1nc(CN2CCCCC2)nc2scc(-c3ccccc3)c12	-2.8	-3.0	-6.2	-2.7	-3.5	-1.9	-0.1	-2.5	-8.4	-1.8	-4.8
Cc1ccc(NC(=O)C(NS(=O)(=O)c2cccc3nsnc23)C(C)C)nc1 (configuration not stated)	0.0	0.1	-1.7	-1.9	0.1	-1.3	0.3	0.6	-2.4	1.4	2.6
COCCN=C1NN=C(c2ccc(NC(C)=O)cc2)CS1	-0.5	-1.4	-1.4	-1.0	0.9	0.0	-1.4	-0.1	-2.1	-13.2	0.3
Cc1cc2c(cc1C)NC(=O)C(C)CN2 (configuration not stated)	3.8	12.0*	19.6*	3.0*	2.8	5.7*	-3.9	2.6	13.8	-58.9	-1.9
COc1ccc(C(=O)N/C(=C/c2ccccc2F)C(=O)NCCN2CCOCC2)cc1OC	-0.1	-0.8	-0.6	-1.6	-0.1	0.7	-2.3	0.3	-0.5	-10.0	0.4
COc1ccc2nc(SCC(=O)c3c(N)n(C4CC4)c(=O)[nH]c3=O)[nH]c2c1	-2.4	-1.1	-1.7	-1.1	0.5	0.1	-0.8	0.0	-0.4	-3.1	-1.3
O=C(NC(=S)Nc1ccc2c(c1)OCO2)c1ccc(Cl)cc1	5.6	3.2	4.6	-0.6	4.4	1.0	-1.4	2.5	-0.9	4.2	-1.1
CCOC(=O)C1=C(Cc2ccc(C)cc2)C(=O)c2ccccc2C1=O	-11.1	0.1	-7.0	-1.1	.	-3.4	0.5	.	0.3	-115.5	-1.9
S=C(c1ccco1)N1CCOCC1	-3.7	-1.7	-2.4	-0.7	-2.6	-0.1	-1.2	0.9	6.1	5.5	1.4
CC(=O)NCCNc1nc2cc(-c3ccc4c(ccn4C)c3)sc2c(=O)n1C	1.6	0.1	3.9	-1.2	4.0	-0.8	-0.4	.	-3.6	-265.8	-7.1
O=C(c1ccc(CN2CCOCC2)cc1)N1CCC(Cc2ccccc2)CC1	-3.1	-3.0	-1.3	-1.2	-1.3	0.1	-1.4	-1.7	-3.4	1.5	-2.9
OC(CN(Cc1ccccc1)Cc1ccccc1)c1ccccc1 (configuration not stated)	-3.3	-1.1	-1.2	-1.0	-1.1	-0.3	-1.8	0.2	-11.8	2.7	5.0
COCc1nnc(NS(=O)(=O)c2ccc(F)cc2)s1	-3.7	0.7	0.2	-1.1	-1.3	-0.4	-0.9	-0.5	-3.5	-6.2	-6.9
COc1ccc(N/N=C(\C#N)C(=O)NCCc2ccc(OC)c(OC)c2)cc1	0.8	-1.6	0.4	-1.2	2.1	-0.5	-1.7	-1.4	-26.1	-6.8	4.7
CC1CCN(C(=O)c2ccc(NC(=O)c3cccs3)cc2)CC1	-0.2	1.8	-1.2	-1.2	-1.1	-0.1	-1.6	-0.2	-4.6	-5.7	0.3
COc1ccc(-c2nn(-c3ccccc3)cc2C(=O)N2CCN(S(=O)(=O)c3ccccc3[N+](=O)[O-])CC2)cc1	0.1	-1.4	-1.0	-0.8	-1.4	-0.4	-0.2	0.1	-1.2	-2.2	-0.4
CCc1ccc2c(COC(=O)CNS(=O)(=O)c3ccc(NC(C)=O)cc3)cc(=O)oc2c1	-1.8	-1.4	-0.5	-1.2	0.7	0.3	-1.0	-0.6	-3.2	4.5	3.8
CCCn1c(SCC(=O)Nc2nnc(C)s2)nnc1-c1ccoc1C	-1.3	-0.6	0.9	-0.8	1.0	-0.3	0.6	0.8	-8.5	0.3	4.0
COc1ccc(Br)cc1CNC(C)c1ccccc1 (configuration not stated)	-1.0	-0.4	-1.8	-1.3	0.1	0.0	-0.5	-0.2	2.3	-0.5	-1.7

Screening results deposited in PubChem by several laboratories.
